Screening data (PubChem BioAssay)
Cav32 inh – Cav3.2 calcium influx blockers – cell-based, Fluo-4 calcium fluorescence, FDSS, MLSMR library, primary screen; Voltage-dependent T-type calcium channel subunit alpha-1H (Homo sapiens), O95180; Cav3.2-expressing cells; active compounds read low; B-score at 10 µM; hit rate 4% among 100,000; AID 449739, 2010;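 active = single-dose well whose peak fluorescence ratio is a statistical outlier from its plate by either plate-standardised score or position-corrected B-score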
* hit, by the source's call. Some of the compounds tested (hit frequency here may not be typical).

Cav32 inh	Structure
0.48	CCc1ccc(-c2nc(C(N)=O)c3[nH]c(=O)n(-c4ccccc4OC)c3n2)cc1
-2.5	CCCn1nc2cc(C(=O)NCc3ccccc3)ccc2c1OCC
1.2	COc1ccc(/C=C2/C(=O)N=C(N)N2C)cc1OC
1.5	CCOc1cc(CNCCCN2CCOCC2)cc(Br)c1OCC(=O)Nc1cccc(C(F)(F)F)c1
-1.9	CCC(C)NS(=O)(=O)c1ccc(NC(=O)c2c(-c3ccccc3)noc2C)cc1 (stereo not given)
-0.15	Cc1cc(C)nc(NS(=O)(=O)c2ccccc2)n1
-1.1	Cc1ccc(-c2nnn(CC(=O)N(Cc3ccc(F)cc3)C(C(=O)NC3CCCC3)c3ccncc3)n2)o1 (stereo not given)
-0.085	NS(=O)(=O)c1cccc2cccnc12
-2.6	Cc1nc(-c2cccc(S(=O)(=O)N3CC(C)CC(C)C3)c2)cs1 (stereo not given)
0.1	Cc1ccc(NC2=NCC(=O)N2c2ccc3c(c2)OCCO3)c(C)c1
-0.0085	CCCCn1cnc2c([nH]c3ccccc32)c1=O
0.081	O=c1[nH]c(=O)n(Cc2ccccc2)c2nc(-c3ccco3)cc(C(F)(F)F)c12
0.27	O=S(=O)(NCCc1ccncc1)c1ccc(Br)cc1
0.36	COC(=O)C(NS(=O)(=O)c1ccccc1Br)C(C)C (stereo not given)
0.45	CCOC(=O)c1c(C)oc(/N=C/c2ccccc2O)c1C#N
-0.19	NC(=O)c1c(-c2cccs2)csc1N
0.69	COc1cccc2c1C(=O)CC2NC(=O)C(F)(F)F (stereo not given)
0.88	Nc1ccc2nc(-c3ccccc3)[nH]c2c1
3.6*	CCn1c(=O)c2c3c(sc2n2c(=S)[nH]nc12)CCC3
0.46	CCC(=O)Nc1ccc(NC(=O)c2ccccc2Cl)nc1
-1.2	CCOC(=O)C(C)n1cnc2c(nnn2-c2ccc(OC)cc2)c1=O (stereo not given)
0.73	CC(=O)/C(=N\Nc1ccccc1)Oc1ccc([N+](=O)[O-])cc1
1.1	COCCOC(=O)C1=C(N)Oc2c(oc(CO)cc2=O)C1c1c(F)cccc1Cl (stereo not given)
-2.6	CC1CCCCN1C(=O)CSc1nc(C2CC2)nc2c1cnn2-c1ccccc1 (stereo not given)
-0.18	Cn1c(N)c(C(=O)COC(=O)c2cc(C(F)(F)F)nc3ccccc23)c(=O)n(Cc2ccccc2)c1=O
1.6	O=C(CN1CCOCC1)Nc1ccc(Oc2ccccc2)cc1
1.3	COC(=O)c1ccc(CN2CCN(Cc3ccc(C(=O)OC)o3)CC2)o1
0.036	CCCC(=O)Nc1nc2n(n1)C(c1ccccc1)CC(=O)N2 (stereo not given)
-3.8	O=C(CCc1ccccc1)NNC(=S)NC(=O)c1ccccc1
-1.6	Cc1ccc(-n2c(-c3ccc(Br)cc3)c[n+]3c2CCc2ccc4cccnc4c2-3)cc1
-0.018	CCc1nnc(NC(=O)CCC(=O)N2CCN(CCc3ccccc3)CC2)s1
0.035	Cc1ccc(NC2=CC(=O)CC(c3ccco3)C2)c(N)c1 (stereo not given)
-0.21	COC(=O)c1ccc(CSc2nnc(N)s2)cc1
0.92	COCc1[nH]nc2c1C(c1ccc(F)cc1F)C(C#N)=C(N)O2 (stereo not given)
1.1	CCOC(=O)C(NC(=O)CC)(Nc1ccccc1OC)C(F)(F)F (stereo not given)
0.09	CCN(C1CCCCC1)S(=O)(=O)c1ccc(C(=O)O)cc1
-0.37	CCOC(=O)c1cccc(NC(=O)CSc2nnc(C)n2Cc2ccccc2)c1
-0.32	CCCCCCOc1ccc(N2C(=O)CC(S/C(N)=N/N=C(\C)c3cccs3)C2=O)cc1 (stereo not given)
-2.7	CCOc1ccc(-c2nnn(CC(=O)c3cc(OC)ccc3OC)n2)cc1
0.69	CCc1nc(C)c(C#N)c2cc(OC)c(OC)cc12
0.9	O=C(c1ccoc1)N1CCC2(CC1)Oc1ccc(F)cc1C(=O)C21CC(c2cccnc2)=NO1 (stereo not given)
-0.23	COc1cc(-c2cc3nc(C)c(C)c(=O)n3[nH]2)cc(OC)c1OC
1.1	Cc1ccc2[nH]cc(C(=O)CN3CCC4(CC3)OCCO4)c2c1
0.18	CN(C)CCCNC1=CC(=O)OC12CCCCC2
-0.63	CN(C)c1nc(N)nc(/C(C#N)=C/C2CC3C=CC2C3)n1 (stereo not given)
0.99	Clc1ccc(-c2cn3cccnc3n2)cc1Cl
0.23	Cc1cc(NC(=O)c2cccc(N3C(=O)CCC3=O)c2)no1
-0.41	CCOC(=O)N1CCN(c2cc(C)nc3nc(C)nn23)CC1
-0.27	Cc1nn(-c2nc3ccccc3[nH]2)c(N)c1-c1ccc(Cl)cc1
2.7	COc1cc(CNc2nc(C)c([N+](=O)[O-])c(C)c2C#N)cc(OC)c1

Reformatted as labelled records: entries from further up.
CCc1nc(C)c(C#N)c2cc(OC)c(OC)cc12
  Cav32 inh = 0.69
O=C(c1ccoc1)N1CCC2(CC1)Oc1ccc(F)cc1C(=O)C21CC(c2cccnc2)=NO1 (stereo not given)
  Cav32 inh = 0.9
COc1cc(-c2cc3nc(C)c(C)c(=O)n3[nH]2)cc(OC)c1OC
  Cav32 inh = -0.23

Continued:
Cav32 inh	Structure
-0.067	CC(C)N(C)CCOC(=O)c1ccc2c(c1)OCCO2
-1	COc1ccc(C(=O)c2ccc(OC)c(N)c2)cc1N
0.43	O=c1nc(N2CCCCC2)nc(Nc2ccccc2)[nH]1
0.53	CC(C)C(NC(=O)C12CC3CC(CC(C3)C1)C2)C(=O)O (stereo not given)
-2.4	O=C(Nc1cccnc1)c1ccc(COc2cc(Cl)ccc2Cl)o1
-0.077	O=C(C[n+]1ccc(C(=O)N/N=C/c2ccc(Br)cc2)cc1)c1ccccc1
-2.7	O=C(NC12CC3CC(CC(C3)C1)C2)c1ccccc1O
-2.4	CC(=O)Nc1nnc(SCC(=O)NC(C)(C)C)s1
1.2	O=C(c1cc2ccccn2n1)N1CCN(Cc2ccccc2)CC1
0.58	Cc1cccc(C)c1NC(=O)C(c1ccccc1)N1CCC1=O (stereo not given)
-2.1	COc1ccc(COC(=O)NC2CCN(S(=O)(=O)c3ccc(OC)cc3)CC2)cc1
0.49	COC(=O)[C@@H]1C[C@H]2CC[C@H](O)C[C@H]2N1Cc1ccccc1OC(=O)c1cccs1
0.5	COc1nc(-c2ccccc2)ccc1-c1noc(-c2ccco2)n1
-0.019	COc1ccc(C(=O)NC2CCN(S(=O)(=O)Cc3ccccc3)CC2)c(OC)c1
-1.7	O=C(CSc1nc2ccccc2nc1SCC(=O)N1CCCCC1)N1CCCCC1
1.1	COc1cccc2c(=O)c(SC(F)(F)C(F)C(F)(F)F)c(C)[nH]c12 (stereo not given)
0.0096	CCCCCCNc1c([N+](=O)[O-])cc(C)cc1[N+](=O)[O-]
-0.04	COc1ccc(-c2nnn(CC(=O)N3CCN(c4ccccc4OC)CC3)n2)cc1
-0.93	Cc1ccc(S(=O)(=O)Nc2nc(C)cc(-n3nc(C)cc3C)n2)cc1
-0.35	O=C(Cc1cccs1)N1CCC(c2nc3c(nnn3Cc3ccccc3)c(=O)[nH]2)CC1
-0.97	O=C(CCSc1ccccc1)Nc1nccs1
0.34	CCOC(=O)N1CCN(C(=O)C2CCN(S(C)(=O)=O)CC2)CC1
-1.8	COc1ccc2[nH]c(=O)c(CN(CCc3ccccc3)Cc3nnnn3CC3CCCO3)cc2c1 (stereo not given)
-1.8	COc1ccc(C(=O)c2sc(Nc3cccc(OC)c3)c(C(=O)Nc3cccc(C)c3C)c2N)cc1
-0.052	O=C(COC(=O)c1ccccc1OCc1ccccc1Cl)NC1CC1

In another format: results already given
O=C(c1cc2ccccn2n1)N1CCN(Cc2ccccc2)CC1
  Cav32 inh: 1.2

COc1ccc(C(=O)c2ccc(OC)c(N)c2)cc1N
  Cav32 inh: -1

(next part)
Cav32 inh	Structure
-0.25	COc1ccc(S(=O)(=O)N2CCCCCC2)cc1
0.33	CC(=O)N1CCc2cc(C(=O)CN3CCN(c4cccc(Cl)c4)CC3)ccc21
-0.14	CCCC(=O)Nc1ccc2c(c1)C(=O)N(CCC(=O)O)C2=O
0.59	CC1CCCCC1NC(=O)c1cn(C)c2ccc(S(=O)(=O)N3CCCC3)cc2c1=O (stereo not given)
-2.4	O=C(O)[C@H](Cc1ccccc1)NC(=O)C(c1ccccc1)(c1ccccc1)c1ccccc1
-0.047	Cc1ccc(/C=C2/SC(=S)N(CC(=O)Nc3ncc(Cc4ccc(C)cc4)s3)C2=O)cc1
0.94	COc1ccc(C2CC(=O)C3=C(C2)Nc2ccccc2N(C(C)=O)C3c2ccco2)cc1 (stereo not given)
-0.23	COc1ccc(NC(=O)CSc2nc3ccccc3c(=O)n2CCCN2CCCCC2)c(OC)c1
-0.087	CCOC(=O)CSc1cc(CS(=O)(=O)c2ccccc2)nc(-c2ccccc2)n1
0.68	OCCN(CCO)CC(O)COCCC12CC3CC(CC(C3)C1)C2 (stereo not given)
0.11	COC(=O)/C(C#N)=C1/SC=C(C)N1c1ccccc1
0.76	CCOC(=O)N1CCN(Cc2nc(-c3cccc(C)c3)no2)CC1
-0.35	CC(C)COC(=O)Cn1cnc2ccc(Br)cc2c1=O
0.53	CCCCNC(=S)NNC(=O)c1cc(C)on1
-0.77	CCOc1ccc(C(C)=O)cc1Cn1nc(C(=O)O)c2ccccc2c1=O
0.65	CC(C)C(=O)Nc1cccc(NC(=O)c2cccc([N+](=O)[O-])c2)c1
-0.096	COc1cccc(NC(=O)c2cc(-c3cccnc3)nc3c(Cl)cccc23)c1
0.022	CCOc1ccc(CCN2C(=O)C3C4C=CC(C4)C3C2=O)cc1OCC (stereo not given)
-0.021	Cc1ccc(S(=O)(=O)N2CCCC2C(=O)O)s1 (stereo not given)
-3.2	O=C(Nc1ccc2c(c1)CCC2)C1COc2ccccc2O1 (stereo not given)
-1.3	Cc1ccc(-c2[nH]nc3c2C(c2ccc(OC(=O)N4CCOCC4)cc2)C(C#N)=C(N)O3)cc1 (stereo not given)
0.22	O=C(CN1C(=O)c2cccnc2C1=O)c1ccccc1
-5.9*	COc1ccc(NC(C)C(=O)N/N=C/c2ccccc2OCc2ccc(Br)cc2)cc1 (stereo not given)
0.1	O=S(=O)(c1ccc2ccccc2c1)N(CC(O)CN1CCOCC1)c1ccccc1 (stereo not given)
-1.1	OCCOCCn1c(C(CO)Nc2nc(-c3ccc(Cl)cc3)cs2)nc2ccccc21 (stereo not given)
-0.85	NC(=O)CSc1nc(O)cc(=O)n1-c1ccccc1
2	Cc1ccc2nc3ccc(N4CCCC4)nn3c(=O)c2c1
1	Cc1cccc(NC(=O)CSc2nccn2C)c1
0.62	CN(C)CCNS(=O)(=O)c1ccc(Cl)cc1
0.53	Oc1cccc(-c2nc3c4c(ncn3n2)-c2ccccc2CC42CCCC2)c1
0.6	CC1CCc2[nH]nc(C(=O)O)c2C1 (stereo not given)
0.14	C/C(CC(=O)NC1CCCC1)=N\NC(=O)Cc1cccs1
0.014	COc1cc(SC)ccc1C(=O)Nc1ccccc1C#N
-2.5	Cc1ccc(C)c(N2CCN(c3nnnn3-c3ccccc3)CC2)c1
0.052	O=C(Cn1c(C(F)(F)F)nc2ccccc21)N1CCCC1
0.0053	OC1O[C@H](c2ccc3c(c2)OCO3)[C@H]2CO[C@H](c3ccc4c(c3)OCO4)[C@@H]12 (stereo not given in full)
-2	Cc1c(C(=O)OCCOC(C)C)[nH]c2c1C(=O)CC(c1ccco1)C2 (stereo not given)
-1.6	CCn1c(SCC(=O)N/N=C/c2ccc(OC)c(OC)c2)nc2ccccc21
0.85	Nc1nnc(SCCN2C(=O)c3ccccc3C2=O)s1
-0.34	COc1ccc(S(=O)(=O)Nc2ccc(CC#N)cc2)cc1
1.4	CCCC(=O)NCc1cc(-c2nn(C)c(=O)c3ccccc23)ccc1C
0.031	Cn1c(=O)c2c(nc(SCC(=O)NCC3CCCO3)n2C)n(C)c1=O (stereo not given)
-0.52	CC(C)OCCCn1c(=S)[nH]c2ccc(N3CCOCC3)cc2c1=O
-1.5	Cc1noc(C(=O)N2CCN(c3ccc(F)cc3)CC2)c1Cl
1.1	CC(C(=O)Nc1cccnc1)N1C(=O)C2C3C=CC(C3)C2C1=O (stereo not given)
0.28	Cc1ccc(CNC(=O)C2CCCN(S(C)(=O)=O)C2)cc1 (stereo not given)
-0.11	CC1(C(=O)NC2CCCCCCC2)CCC(=O)N1Cc1cccnc1 (stereo not given)
-1.3	CCOC(=O)c1c(C)nc2c(c1-c1ccccc1)C(=O)c1ccccc1-2
-1	O=C(CSc1nnc(-c2ccccc2)o1)Nc1ccccc1F
0.33	Cc1occc1-c1nnc(SCC(N)=O)n1Cc1ccccc1

Sorted by heavy-atom count (smallest number first): some entries from above.
Cav32 inh	Structure
1	Cc1cccc(NC(=O)CSc2nccn2C)c1
1.1	CC(C(=O)Nc1cccnc1)N1C(=O)C2C3C=CC(C3)C2C1=O (stereo not given)
0.031	Cn1c(=O)c2c(nc(SCC(=O)NCC3CCCO3)n2C)n(C)c1=O (stereo not given)

The main list resumes with the two entries that preceded the break.
Cav32 inh	Structure
-1	O=C(CSc1nnc(-c2ccccc2)o1)Nc1ccccc1F
0.33	Cc1occc1-c1nnc(SCC(N)=O)n1Cc1ccccc1
-0.073	CCN(CC)CCCN(C(=O)c1cccs1)c1nc(-c2ccc(OC)cc2)cs1
-2	O=C(/C=C/c1ccccc1Cl)NCCc1ccccc1
0.19	CCCC(=O)Nc1cc(=O)[nH]c2ncnn12
0.83	O=c1cc(-c2ccc(O)c(O)c2)oc2cc(O)c(C3OC(CO)C(O)C(O)C3O)c(O)c12 (stereo not given)
1	CCOc1ccc(NC(=O)CN2CCN(CC(=O)c3ccc(OC)c(OC)c3)CC2)cc1
-0.11	COc1cc(/C=N/n2cnnc2)ccc1OCCSc1ccc(C)cc1
